D1 PAM – Potentiators of Human D1 Dopamine Receptor: qHTS; potentiation, % at 10 µM; HEK293 TREx D1 cells, calcium flux, dopamine EC20 potentiation; 360,000 compounds, 0.036% hits; D(1A) dopamine receptor (Homo sapiens), P21728; in the data active means potentiation above about 30%; further: 0% is about no effect
Target sequence (P21728 whole entry, looked up): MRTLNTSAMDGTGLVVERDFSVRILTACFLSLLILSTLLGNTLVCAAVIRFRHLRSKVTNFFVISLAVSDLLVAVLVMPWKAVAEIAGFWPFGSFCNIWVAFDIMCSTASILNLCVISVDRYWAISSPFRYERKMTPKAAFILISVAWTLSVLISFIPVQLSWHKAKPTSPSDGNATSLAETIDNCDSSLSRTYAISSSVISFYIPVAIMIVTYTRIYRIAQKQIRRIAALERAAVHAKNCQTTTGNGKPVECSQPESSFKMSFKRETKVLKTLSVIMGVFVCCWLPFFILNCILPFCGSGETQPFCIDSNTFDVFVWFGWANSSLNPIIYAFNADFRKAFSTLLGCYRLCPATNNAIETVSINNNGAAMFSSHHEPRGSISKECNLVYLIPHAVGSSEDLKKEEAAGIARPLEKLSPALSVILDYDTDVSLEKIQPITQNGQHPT
Vif-A3G inh – qHTS for Inhibitors of Vif-A3G Interactions: qHTS. DNA dC->dU-editing enzyme APOBEC-3G (Homo sapiens), Q9HC16. HeLa A3G-eYFP + Vif (tagged APOBEC3G with the HIV-1 protein that degrades it), YFP fluorescence, overnight. Potency, µM (series often up to 46.1 µM), for inactives: top-dose activity, negative = active, usual class: inhibitors. 410,000 compounds, 0.076% hits. AID 602310, 2012;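 further: potency means the concentration at half of the fitted maximal effect; on the % scale 0 is the no-effect control and ±100 the full control effect; nearly all actives have a fitted effect of over 60% in size; hits raise eYFP signal because A3G escapes Vif-driven loss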
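Read-out is eYFP fluorescence (Ex 488/Em 500-530) from Vif-expressing HeLa A3G-eYFP cells; more signal means A3G escaped Vif-mediated degradation. Cells plated overnight, compound pinned in, incubated overnight at 37 deg C.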
Vif-A3F inh – qHTS for Inhibitors of Vif-A3F Interactions: qHTS. HeLa A3F-eYFP + Vif (tagged APOBEC3F with the HIV-1 protein that degrades it), YFP fluorescence increase. Potency, µM (doses to about 46.1 µM), inactives show top-dose activity, negative = active. 390,000 compounds, 0.2% hits; further: potency means the concentration at half of the fitted maximal effect; % of control where 0% means no effect; nearly all actives have a fitted effect of over 65% in size
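HeLa cells stably expressing Vif plus C-terminally eYFP-tagged A3F were seeded, incubated overnight at 37 deg C, dosed with compound, incubated overnight again at 37 deg C. Yellow fluorescence (Ex 488/Em 500-530) reported blocked Vif-mediated A3F-eYFP degradation.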
GRP78 ERSR act – qHTS for Inducers of the Endoplasmic Reticulum Stress Response (ERSR) in Human Glioma: qHTS; U87-MG GRP78 promoter luciferase reporter, 16 h; Potency, µM, for inactives: at the top dose activation, usual class: activators; 420,000 compounds, 0.02% hits; AID 602332, 2012; further: potency means the concentration at half of the fitted maximal effect; series mostly up to about 76 µM; % of control where 0% means no effect; nearly all actives have a fitted effect of over 35% in size
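Stably transfected U87-MG glioma cells carrying a GRP78-based luciferase sensor; 16 h compound incubation. Luminescence end-point read 10 min after Bright-Glo addition at room temperature.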
D1 antag – Antagonist of Human D 1 Dopamine Receptor: qHTS; AID 504652, 2011; activity change, negative = inhibition, % at 10 µM; 360,000 compounds, 3.2% hits; HEK293 TREx D1 cells, calcium flux, dopamine EC80; stronger effect = lower value; in the data active means activity change below about -30%; further: on the % scale 0 is the no-effect control and ±100 the full control effect
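Tetracycline-induced HEK293 T-REx cells with force-coupled D1 receptor were loaded with a no-wash calcium dye. Compound was added after a 10 s baseline and read kinetically for 180 s; EC80 dopamine was then added and calcium flux followed another 180 s.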
D2 PAM – HTS Assay for Positive Allosteric Modulators of the Human D2 Dopamine Receptor: Primary Screen for Potentiators. HEK293 T-REx D2, calcium flux, EC20 dopamine potentiation. potentiation, % at 10 µM. 340,000 compounds, 0.34% hits;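 active means potentiation over 3 SD above the plate norm, cut at about 30% in these data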; further: 0% is about no effect
Target sequence (P14416 whole entry, looked up): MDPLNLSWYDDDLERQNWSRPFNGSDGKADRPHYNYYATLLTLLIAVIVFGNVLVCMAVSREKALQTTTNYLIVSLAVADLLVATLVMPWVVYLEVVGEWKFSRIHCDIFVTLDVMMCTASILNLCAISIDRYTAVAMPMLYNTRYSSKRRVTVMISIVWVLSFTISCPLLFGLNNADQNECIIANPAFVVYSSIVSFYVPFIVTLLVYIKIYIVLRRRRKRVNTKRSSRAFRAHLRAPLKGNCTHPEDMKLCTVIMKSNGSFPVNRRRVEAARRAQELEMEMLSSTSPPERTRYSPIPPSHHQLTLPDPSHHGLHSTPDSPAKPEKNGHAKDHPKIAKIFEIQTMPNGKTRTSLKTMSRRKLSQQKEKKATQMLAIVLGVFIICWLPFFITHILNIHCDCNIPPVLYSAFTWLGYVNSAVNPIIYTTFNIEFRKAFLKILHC
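Potentiation of an EC20 dopamine calcium response measured kinetically over 180 s, after a preceding 180 s compound-only read flagging agonists. Cells: inducible Hek293 Trex D2 line, 4000/well, cultured overnight at 30 C before dye loading.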
RXFP1 ag – qHTS Assay for Agonists of the Relaxin Receptor RXFP1. Potency, µM (series often up to 57.5 µM), for inactives: at the top dose activation, usual class: activators. Relaxin receptor 1 (Homo sapiens), Q9HBX9. 370,000 compounds, 0.3% hits. AID 2676, 2010. HEK293T-RXFP1 cAMP TR-FRET, 30 min; response scale: percent of porcine relaxin response, buffer zero; further: potency means the concentration at half of the fitted maximal effect; on the % scale 0 is the no-effect control and ±100 the full control effect; nearly all actives have a fitted effect of over 60% in size; many of its hits are not listed in these tables
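HEK293T cells stably expressing RXFP1 were pretreated with the PDE4 inhibitor Ro 20174, exposed to compounds for 30 min at 37C, lysed, and cAMP was read by TR-FRET. Data normalized to buffer (basal) and 29 nM porcine relaxin (100%).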
D1 agonist – Allosteric Agonists of the Human D1 Dopamine Receptor: qHTS | D(1A) dopamine receptor (Homo sapiens), P21728 | activation, % at 2 µM | AID 504660, 2011 | HEK293 T-REx D1 cells, calcium flux, agonist mode | 360,000 compounds, 1% hits; in the data active means activation above about 30%; further: 0% is about no effect
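Inducible HEK293 T-REx D1 cells, force-coupled to calcium signalling, were plated at 4000 cells/well with tetracycline and held overnight at 30 C. After no-wash calcium dye loading, compound-evoked calcium rise over 180 s flagged agonists.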
RXFP1 antag – qHTS Assay for Antagonists of the Relaxin Receptor RXFP1. AID 1259400, 2018. Relaxin receptor 1 (Homo sapiens), Q9HBX9. HEK293-RXFP1, relaxin-stimulated cAMP HTRF, 30 min; stronger effect = lower value. 350,000 compounds, 0.59% hits. activity change, negative = inhibition, % at 57.5 µM;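 active means activity change of -60% or lower, but not beyond a set lower limit; inconclusive means change between -60% and -40%, or beyond the set limit; inactive means change above -40%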; further: on the % scale 0 is the no-effect control and ±100 the full control effect
An asterisk follows results filed as active; ? = inconclusive; . = no result given; & = joins results of further samples; ! = a repeat was not active. Unless noted, the call rests on the fitted dose curve; in most records, active means well fitted curve in the direction sought with a large enough effect; inconclusive means small, poorly fitted or top-dose-only effect, or another doubt; inactive means no such curve, though single readings can be large; an effect the other way counts as inactive or inconclusive.

SMILES	D1 PAM	Vif-A3G inh	Vif-A3F inh	GRP78 ERSR act	D1 antag	D2 PAM	RXFP1 ag	D1 agonist	RXFP1 antag
O=C(Cc1ccc(F)cc1)Nc1nc(-c2ccc(F)c(F)c2)cs1	-7	8%	1%	-1%	-5	-4	0.4%	11	-88*
Cc1ccc2cc(CCNC(=O)C(=O)c3c(C)[nH]c4ccccc34)c(=O)[nH]c2c1	-1	-1%	-1%	0%	1	-1	-0.8%	0	-4
O=C(NCc1cc(C(F)(F)F)cc(C(F)(F)F)c1)C1CC(c2cccc([N+](=O)[O-])c2)=NO1 (centres undefined)	-9	-1%	-6%	-3%	-54*	7	0.7%	9	.
CC1CC(C)CN(CCOc2cccc3ccccc23)C1 (centres undefined)	-10	-12%	10%	-3%	-10	-16	-0.9%	-1	-16
Cc1noc(NS(=O)(=O)c2ccc(NC(=O)/C=C/c3ccc(Br)cc3)cc2)c1C	-4	?	-1%	-2%	-11	7	3.5%	3	-23
Cc1cccc(Cn2c(NCCO)nc3c2c(=O)n(C)c(=O)n3C)c1	-1	4%	0%	-3%	1	13	4.1%	1	10
O=C(Nc1ccc(Br)cc1)c1ccc(F)c(S(=O)(=O)N2CCCc3ccccc32)c1	-2	10%	5%	-3%	8	2	2.8%	1	-23
CCc1cc(=O)oc2cc(C)cc(OCC(=O)N3CCC(C(=O)NC(C)C)(c4ccccc4)CC3)c12	-8	-14%	-1%	0%	-38*	-13	2.4%	1	1
Cc1ccc(-n2nc3c(=O)n(C(C)C(=O)NCc4ccco4)nc(C)c3c2C)cc1 (centres undefined)	-4&-1	-2%&1%	-27%&4%	0%&-4%	-35*!	15&4	-1.2%&0.3%	0&0	-10&-5
Cc1ccc(S(=O)(=O)N2CCNC(=O)C2)c(C)c1	-2	2%	1%	-3%	-18	23	0.7%	2	-5
Cc1cc(C)c(OCC(=O)Nc2nc3ccccc3[nH]2)c(C)c1	-4	4%	0%	-3%	-9	3	0.4%	4	-5
O=C(COc1ccc(Br)cc1)NC1CC1	-2	4%	-2%	-1%	-1	-9	1.7%	5	5
O=C(/C=C/c1ccco1)NC(=S)NNC(=O)c1ccco1	-2	0%	5%	0%	2	8	-0.9%	-1	17
CCN(CC)CCC(=O)c1ccc(F)cc1	-2	0%	-4%	-3%	-7	2	0.8%	1	0
Cc1cc(Br)ccc1SCC(=O)OCC(O)=C(C#N)c1nc2ccccc2[nH]1	.	1%	-15%	2%	.	.	.	.	-4
Cc1ccc(NC(=O)c2ccc(S(=O)(=O)N3CCOCC3)cc2)cc1	-8	-1%	-22%	7%	-3	-4	0.5%	1	-3
CC(Sc1nnnn1-c1ccccc1)C(=O)NC1CCCC1 (centres undefined)	-1	0%	2%	-4%	-3	4	0.4%	0	-6
COc1ccccc1NC(=O)Nc1nnc(CC(=O)Nc2ccccc2C)s1	-4	10%	3%	-2%	1	5	0.4%	1	-22
COc1ccc(NC(=O)COc2ccc(/C=N/O)cc2OC)cc1	-1	2%	6%	1%	-5	9	-1.0%	2	-11
CC(=O)c1ccc(OCCCC(=O)n2nnc3ccccc32)cc1	-5	0%	3%	-5%	5	-1	-0.2%	1	-5
Cn1c(NC(=O)CC2CCCCC2)cc(=O)n(C)c1=O	3	-2%	1%	-3%	-11	3	1.2%	0	.
CCOC(=O)Cn1cnc(C)c1	.	6%	1%	-4%	.	.	.	.	-7
COc1ccc(NC(=O)CC2C(=O)OCC3CCCCN32)cc1Cl (centres undefined)	9	-4%	4%	-1%	-15	14	0.5%	3	3
Cc1ccccc1C(=O)NC1CC2CCCC(C1)N2CC(C)C (centres undefined)	.	0%	-1%	-5%	.	.	.	.	-1
CN(C)c1oc(COc2ccc(F)cc2)nc1C#N	0	-8%	0%	-3%	-9	12	-0.1%	1	-8
(next part)
SMILES	D1 PAM	Vif-A3G inh	Vif-A3F inh	GRP78 ERSR act	D1 antag	D2 PAM	RXFP1 ag	D1 agonist	RXFP1 antag
Cc1cc(C)c(S(=O)(=O)n2ccc(-c3ccc(OCCN(C)c4ccccn4)cc3)n2)c(C)c1	1	-5%	-5%	-1%	2	-6	-1.4%	4	-6
CCN(CC)C(=O)CSc1nnc(-c2cc(-c3ccc(Cl)cc3)nc3ccccc23)o1	7	-2%	4%	-5%	6	12	0.2%	2	3
CCCCNC(=O)Oc1ccc(C(=O)N2c3ccccc3NC(=O)C2C)cc1 (centres undefined)	-1	2%	3%	-4%	8	1	1.7%	1	16
Cc1ccc(C2CC(=O)c3cnc(NC(=O)c4ccco4)nc3C2)cc1 (centres undefined)	-4	1%	-1%	-1%	-16	-5	2.3%	3	-6
CC1=CC(C)(C)Nc2ccc(OC(=O)CN3C(=O)C4CCCCC4C3=O)cc21 (centres undefined)	-3	?	32µM*	-14%	0	-1	-2.7%	3	-2
COC(=O)c1scc(S(C)(=O)=O)c1-n1cccc1	-1	0%	7%	-5%	-1	8	-4.7%	2	-1
CCOc1c2ccc(C(=O)NCc3ccc(OC(F)(F)F)cc3)cc2nn1C	0	-1%	0%	-2%	-4	11	2.6%	5	.
Cc1ccc(NC(=O)NNC(=O)c2cc3ccccc3cc2O)c(C)c1	3	7%	4%	3%	-14	-16	2.5%	12	-4
COc1cccc(Cn2c(=O)sc3ccccc3c2=O)c1	0	-7%	-3%	-1%	-6	16	-0.5%	14	0
CCN(CC)CCN(C(=O)Cn1nnc(-c2ccc(C)o2)n1)C(C(=O)NC1CCCC1)c1ccc(F)cc1 (centres undefined)	-4	-6%	0%	-7%	-7	-4	4.0%	5	-5
Cc1cccc([C@@H]2[C@@H]3C(=O)N(C)C(=O)[C@@H]3[C@@H]3C(=O)Nc4ccccc4C(=O)N23)c1	-6	2%	4%	-2%	9	4	0.0%	0	.
CCOc1cc(/C=N/NC(=O)c2cccc(S(=O)(=O)N3CCCC3)c2)ccc1OCC(=O)N(C)C	1	1%	-17%	1%	10	0	-0.7%	4	1
CCOC(=O)CSc1nnc(CSc2nc3ccccc3c(=O)[nH]2)n1-c1ccccc1	-1	0%	-8%	-2%	7	-7	2.4%	2	-6
CCOc1ccc(CN(C)CC(=O)Nc2cc(OC)c([N+](=O)[O-])cc2C)cc1	-5	-1%	2%	-6%	-24	6	0.5%	2	-7
O=C1CSC(c2ccccc2Cl)N1 (centres undefined)	-2	1%	6%	-3%	-1	.	0.8%	3	2
Cc1ccccc1NC(=O)C1C2CC/C=C\CCC21 (centres undefined)	-1	2%	-8%	-5%	21	10	-1.8%	-1	16
COc1ccccc1NC(NC(=O)c1ccco1)C(=O)c1ccccc1 (centres undefined)	-1	-6%	-8%	5%	0	4	-0.5%	1	-11
CCOC(=O)COc1nc(C)cc(C(F)(F)F)c1C#N	-5	-1%	0%	-1%	-10	-1	-0.2%	3	5
CCOP(=O)(OCC)c1nc(-c2cccc3ccccc23)oc1N1CCCCC1	1	0%	1%	0%	6	5	14%	8	-5
NC(=O)c1ccc(NC(=O)CN2CCN(C(=O)c3ccco3)CC2)cc1	3	-2%	4%	9%	3	.	0.4%	3	7
COc1ccc(/C=N/NC(=O)C[n+]2ccccc2)c(OC)c1	4	0%	4%	-3%	-8	-5	0.0%	3	-3
COc1ccc(C(=O)N=c2sc3c(C)ccc(OC)c3n2C)cc1	1	-3%	-10%	6%	34	-3	22%	3	-7
CC[N+](C)(CC)CCOC(=O)C1c2ccccc2Oc2ccccc21	1	0%	-4%	-3%&0%	2	-1	2.4%	2	-17
Cc1ccc(NC(=O)CCCNC(=O)c2ccc(Cl)cc2)cc1S(=O)(=O)N1CCCCC1	1	1%	-13%	-5%	35	0	0.2%	3	2
CC(C)(C)NC(=O)NC(=O)COC(=O)c1ccc2c(c1)S(=O)(=O)N=C1CCCCCN12	6	3%	-11%	-3%	-4	-4	0.5%	2	0
CC(=O)NC(CCS(C)(=O)=O)C(=O)Nc1ccc(F)cc1Cl (centres undefined)	-5	4%	0%	-2%	23	14	-4.1%	2	.
CCCCC(=O)Nc1ccc2c(c1)oc1ccccc12	-9	0%	-8%	2%	-5	-2	-0.6%	2	-5
CCOC(=O)c1csc(NC(=O)c2ccc(OC)c(OC)c2)n1	8	2%	3%	-1%	4	19	24%	0	-39
CNc1nc(C)cc(C)c1S(=O)(=O)c1ccc(Cl)cc1	0	-10%	-7%	-5%	6	-14	0.3%	4	-36
CCn1cc(C(=O)NCCC(C)C)c(=O)c2cc(F)c(N3CCN(C(=O)c4ccco4)CC3)cc21	3	-1%	1%	-5%	7	2	4.3%	0	11

3 structures from above, sorted by molecular weight, largest number first.
SMILES	D1 PAM	Vif-A3G inh	Vif-A3F inh	GRP78 ERSR act	D1 antag	D2 PAM	RXFP1 ag	D1 agonist	RXFP1 antag
CC(C)(C)NC(=O)NC(=O)COC(=O)c1ccc2c(c1)S(=O)(=O)N=C1CCCCCN12	6	3%	-11%	-3%	-4	-4	0.5%	2	0
CC1=CC(C)(C)Nc2ccc(OC(=O)CN3C(=O)C4CCCCC4C3=O)cc21 (centres undefined)	-3	?	32µM*	-14%	0	-1	-2.7%	3	-2
COc1ccc(C(=O)N=c2sc3c(C)ccc(OC)c3n2C)cc1	1	-3%	-10%	6%	34	-3	22%	3	-7

Among those listed so far, two contain a nitro group on carbon:
SMILES	D1 PAM	Vif-A3G inh	Vif-A3F inh	GRP78 ERSR act	D1 antag	D2 PAM	RXFP1 ag	D1 agonist	RXFP1 antag
O=C(NCc1cc(C(F)(F)F)cc(C(F)(F)F)c1)C1CC(c2cccc([N+](=O)[O-])c2)=NO1 (centres undefined)	-9	-1%	-6%	-3%	-54*	7	0.7%	9	.
CCOc1ccc(CN(C)CC(=O)Nc2cc(OC)c([N+](=O)[O-])cc2C)cc1	-5	-1%	2%	-6%	-24	6	0.5%	2	-7

From PubChem BioAssay

Only part of the results is shown, so the mix of outcomes need not match the whole.
